Assay outcomes deposited in PubChem by several laboratories.
TAAR1 agonist – agonists of human TAAR1. Q96RJ0. activation, % at 3 µM. CHO RD-HGA16 TAAR1, Fluo-8 calcium fluorescence; vehicle wells 0%, saturating PEA agonist 100%. actives 0.99% (n = 360,000);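 active means activation above the mean activation of all test compounds in the run plus 3 SD, cut at about 38% in these data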
Target sequence (Q96RJ0 whole entry, looked up): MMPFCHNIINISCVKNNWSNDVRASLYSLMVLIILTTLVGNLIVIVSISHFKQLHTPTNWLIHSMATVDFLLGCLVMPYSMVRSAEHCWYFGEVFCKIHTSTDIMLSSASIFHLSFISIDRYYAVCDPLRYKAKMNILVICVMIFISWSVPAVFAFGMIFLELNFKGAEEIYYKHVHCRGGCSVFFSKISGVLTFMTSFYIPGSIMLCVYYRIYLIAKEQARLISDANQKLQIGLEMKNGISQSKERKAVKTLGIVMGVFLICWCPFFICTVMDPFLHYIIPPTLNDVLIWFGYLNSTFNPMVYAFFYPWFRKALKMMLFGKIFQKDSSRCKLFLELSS
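Test system: RD-HGA16 (CHO) cells co-expressing Gα16 and hTAAR1; dosing: one-point dosing at 3 µM (nominal); timing: 17-24 h seeding, 75 min 37 °C dye, 30 min RT; signal: kinetic Fluo-8 calcium fluorescence; read-out basis: % activation relative to PEA EC100 response; controls: DMSO and PEA EC100; replicates: n 1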
CHRM5 agonist – agonists of human muscarinic M5 receptor (CHRM5). activation, % at 3 µM. CHO-K1 hM5 cells, Fluo-8 calcium fluorescence; 0% DMSO wells, 100% maximal acetylcholine response. AID 624037. actives 0.19% (n = 360,000). P08912;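 active means activation above the run's mean over test compounds plus 3 SD, cut at about 23% in these data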;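 further: signal is peak over basal fluorescence ratio across the kinetic read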
Target sequence (P08912 whole entry, looked up): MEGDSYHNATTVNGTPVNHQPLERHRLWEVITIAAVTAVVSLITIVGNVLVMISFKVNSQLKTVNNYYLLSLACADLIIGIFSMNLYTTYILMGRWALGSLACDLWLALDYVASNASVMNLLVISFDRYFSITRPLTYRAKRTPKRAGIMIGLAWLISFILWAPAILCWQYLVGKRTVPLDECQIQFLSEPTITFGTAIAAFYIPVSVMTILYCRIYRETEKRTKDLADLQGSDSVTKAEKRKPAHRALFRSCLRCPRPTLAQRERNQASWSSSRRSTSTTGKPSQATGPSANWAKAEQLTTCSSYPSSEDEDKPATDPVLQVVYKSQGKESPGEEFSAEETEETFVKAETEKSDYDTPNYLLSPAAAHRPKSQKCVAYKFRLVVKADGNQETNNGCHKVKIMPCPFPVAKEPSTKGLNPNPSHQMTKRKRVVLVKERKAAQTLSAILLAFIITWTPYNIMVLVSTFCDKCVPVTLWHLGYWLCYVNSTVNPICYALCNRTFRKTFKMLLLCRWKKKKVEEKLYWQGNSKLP
CRFR2-BP antag – CRF-BP/CRF-R2 complex antagonism. actives 0.59% (n = 350,000). HEK293 CRF-R2/CRF-BP, CRF-induced calcium fluorescence. AID 588475. inhibition, % at 11.8 µM;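 active means inhibition of the ligand-induced calcium signal above about 50% at the single tested concentration, limit read from the data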
CHO-K1 Ca PAM – nonselective activator or artifact in parental CHO-K1 calcium assay; ATP EC20, Fluo-8 calcium fluorescence; 0% at ATP EC20, 100% at ATP max; activation, % at 3 µM; actives 0.02% (n = 360,000); AID 602247;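 active means activation above the run cutoff, the mean activation of all test compounds plus 3 SD, cut at about 40% in these data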;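 further: peak over basal fluorescence ratio in a 140 s read after ATP addition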
M4 PAM – CHRM4 positive allosteric modulation; AID 624126; activation, % at 3 µM; P08173; CHO-K1 hM4/Gqi5, Fluo-8 calcium fluorescence, ACh EC20; 0% = ACh EC20, 100% = maximal ACh; actives 0.4% (n = 360,000);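 active means activation above its plate's cutoff, the mean activation of sample wells plus 3 SD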; further: some results filed as inactive read as strong as hits
CRFBP-R2 agonist – CRF-BP/CRF-R2 complex agonism | HEK293 CRF-R2/CRF-BP, calcium dye fluorescence (FLIPR); percent of saturating CRF peptide response | activation, % at 13.2 µM | actives 0.46% (n = 350,000) | AID 588473;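 active means activation of at least 50%, plus an integration ratio under a set limit after plate pattern correction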;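 further: plate controls were neutral control wells without compound for no effect and CRF at EC100 for full effect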
M5 antag – blocks acetylcholine activation of human M5 receptor. inhibition, % at 3 µM. CHO-hM5 cells, Fluo-8 calcium fluorescence, ACh EC80. actives 0.59% (n = 360,000);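 active means inhibition above a per-plate cutoff, the mean of that plate's test compounds plus 3 SD, cut at about 27% in these data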;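 further: 0% = acetylcholine EC80 with DMSO and 100% = DMSO without agonist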
TAAR1 antag – antagonists of human TAAR1; CHO RD-HGA16 TAAR1, Fluo-8 calcium fluorescence, antagonist; inhibition, % at 3 µM; actives 1.5% (n = 360,000);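 active means inhibition above a per-plate cutoff, the mean inhibition of test compounds on that plate plus 3 SD, cut at about 49% in these data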;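 further: 0% = DMSO plus EC80 beta-PEA response and 100% = DMSO alone without agonist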
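Test system – hTAAR1-expressing CHO RD-HGA16 cells, Gα16-coupled · Reagent – β-PEA at EC80 concentration, post-compound challenge · Compound dosing – 3 µM, single point · Timing – 140 s kinetic read after compound, 140 s after agonist · Detection – Fluo-8 intracellular calcium dye fluorescence, real-time kinetic reads · Control set – DMSO and EC80 PEA controls · Repeats – n of 1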
M5 PAM – potentiates acetylcholine response at human M5 receptor; CHO-K1 hM5, Fluo-8 calcium, ACh EC20 PAM; 0% = ACh EC20, 100% = ACh EC100; activation, % at 3 µM; actives 0.3% (n = 360,000); P08912; AID 624038;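 active means activation above the run cutoff, the mean activation of all test compounds plus 3 SD, cut at about 18% in these data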
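Assay system: CHO-K1 hM5 cells / Incubation: Fluo-8 loading 80 min at 37 °C plus 30 min room temperature / Technique: Fluo-8 calcium dye fluorescence, kinetic read / Repeats: single replicate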
* hit, by the source's call; x = no result given.

SMILES	TAAR1 agonist	CHRM5 agonist	CRFR2-BP antag	CHO-K1 Ca PAM	M4 PAM	CRFBP-R2 agonist	M5 antag	TAAR1 antag	M5 PAM
CC(=O)Nc1ccc(NC(=O)c2c(C)nc3ccccn23)cc1	3.7	0.8	10.9	5.8	2.1	-2.8	-14.4	10.8	0.8
CCCNC(=O)c1ccc(N(Cc2ccccc2)S(C)(=O)=O)cc1	8.2	3.1	11.6	14.3	14.8	0.1	0.3	21.4	11.3
Cc1ccc(NC(=O)c2ccccc2)cc1	0.4	-0.3	-0.3	3.2	-2.7	-0.7	-0.1	5.4	-4.5
O=S(=O)(c1ccccc1)N(CC(O)CN1CCOCC1)c1ccccc1 (stereo unspecified)	0.9	-2.1	1.9	8.6	0.9	0.7	13.1	-25.8	1.1
Cc1nc2ccc(NC(=O)c3ccc(C)c(S(=O)(=O)N4CCOCC4)c3)cc2s1	9.3	8.4	-5.8	17.8	1.9	-1.9	3.5	25.4	-5.4
CC(=O)Nc1ccc(C2Nc3cc(C)c(C)cc3NC3=C2C(=O)CC(C)(C)C3)cc1 (stereo unspecified)	7.0	1.6	0.7	14.2	5.8	0.1	9.0	-17.1	1.6
CCc1noc(C)c1C(=O)N1CCCSC1=Nc1ccccc1	1.3	-3.4	5.3	1.7	8.2	-2.6	7.7	-5.1	-2.8
CC(=O)Nc1ccc2c(c1)C(=Nc1ccccc1)c1ccccc1-2	0.3	-1.9	-7.5	11.3	-3.1	-0.5	8.3	4.8	-5.1
O=C(CSc1nnc(-c2cccc(S(=O)(=O)N3CCCC3)c2)n1-c1ccccc1)Nc1ccc(C(=O)O)cc1	1.7	0.4	-2.0	6.7	-9.7	-2.4	11.8	-10.4	-3.7
Cn1nc(C(=O)NCc2ccc(F)cc2)cc1C(=O)NCc1ccc(F)cc1	1.3	2.0	-15.3	9.2	7.4	-1.7	4.3	1.7	-2.6
CN1CCN(S(=O)(=O)c2ccc(NC(=O)c3cccc(F)c3)cc2)CC1	4.3	-9.3	-7.2	9.7	4.9	-0.5	3.5	0.3	1.9
COCCNC(=O)c1cc(S(=O)(=O)N(C)c2ccccc2OC)ccc1C	-0.4	-4.6	-7.0	10.9	9.6	1.7	4.2	-18.4	6.5
CC(C)(C)NC(=O)CC1C[C@H](C(=O)N2CCCCC2)[C@@]2(CCc3ccccc3)c3[nH]c4ccccc4c3CCN2C1=O (stereo partly specified)	-0.3	0.5	-10.7	-1.4	3.2	-3.8	0.6	1.6	-3.1
COc1ccc(N2CCN(C(=O)CSc3ncnc4scc(-c5ccc(C)cc5)c34)CC2)cc1	13.6	-2.5	18.2	3.6	-9.2	0.9	17.4	14.3	-11.5
Cc1[nH]c2ccccc2c1-c1nc2ccccc2[nH]c1=O	6.0	1.6	-21.9	10.1	-7.8	5.8	4.1	4.8	4.7
O=C(O)CCC(=O)N1N=C(c2cccs2)CC1c1cn(-c2ccccc2)nc1-c1ccccc1 (stereo unspecified)	7.1	4.8	-11.8	5.5	8.3	0.2	0.8	8.2	-3.3
CCOc1ccc(CN2CCN(Cc3cccn3-c3cccnc3)CC2CCO)cc1 (stereo unspecified)	5.7	-8.5	23.5	10.3	-1.7	-1.3	-4.3	-6.4	1.9
C=CCn1c(COc2cccc(C)c2)nnc1SC(C)C(=O)NC1CC1 (stereo unspecified)	0.6	1.8	1.2	-11.2	1.4	0.0	2.4	5.2	-2.4
COc1ccccc1N(C)S(=O)(=O)c1ccc(C)c(C(=O)Nc2nccs2)c1	5.7	-0.5	-6.5	16.9	-6.8	-2.5	6.0	28.8	-6.6
COc1ccc(N=C2NN=C(c3c(C)[nH]c4ccccc34)CS2)cc1	9.1	0.4	5.2	21.9	7.3	-0.2	-3.2	2.0	6.6
O=C(N/N=C/c1ccccn1)c1cccs1	10.7	-3.5	62.0*	12.1	0.4	0.1	-6.2	-7.1	0.1
Cc1ccc(Nc2nc3c(c(=O)[nH]c(=O)n3C)n2Cc2ccc(F)cc2)cc1	-2.2	-10.4	5.3	3.3	3.9	0.5	-0.7	-18.8	0.2
O=C(NN1C(=O)/C(=C/C=C/c2ccco2)SC1=S)c1ccccc1O	1.6	2.7	-14.6	-5.3	-1.5	1.7	1.7	0.8	2.0
CCN(C(=O)CSc1n[nH]c(-c2ccccc2)n1)c1c(N)n(Cc2ccccc2)c(=O)[nH]c1=O	-2.6	4.4	-0.8	-19.6	21.3	0.3	-1.8	9.8	4.9
O=[N+]([O-])c1cc(Cl)ccc1Nc1ccccc1	x	3.5	13.3	8.4	-9.2	-0.6	-1.4	x	0.6
COc1ccc(C(=O)NCCCSc2ccccc2)cc1F	1.5	-3.3	20.1	-8.0	-0.3	-1.0	16.7	6.5	-4.9
Cn1nc(OCC(=O)O)cc1C(F)(F)F	1.4	-2.0	8.7	9.2	-8.1	-1.5	8.7	6.3	0.2
CCCCNC(=S)N(C)/N=C/c1ccccc1C(=O)O	9.8	-0.9	5.2	4.5	6.6	0.6	2.4	6.6	3.3
Cc1cccc(C(=O)N[C@H](C(=O)NCCc2ccc(S(N)(=O)=O)cc2)C(C)C)c1	2.3	-4.0	8.4	14.7	-5.4	0.8	11.8	-7.8	-3.2
CCOP(=O)(O)c1cccc(OCCOCCOc2cccc(P(=O)(O)OCC)c2)c1	9.5	2.0	-3.7	-4.3	-2.0	0.4	12.3	-18.3	-3.0
COc1ccc(C(=O)Nc2ccc(-c3nnn(CC(=O)N4CCN(C(=O)c5ccco5)CC4)n3)cc2)cc1	4.2	-1.9	-16.9	23.3	-5.4	-2.7	-0.9	18.6	-1.7
NNc1nc2sc3c(c2c(=O)[nH]1)CCc1ccccc1-3	-0.5	-3.6	-11.1	-9.3	-7.4	-1.4	6.4	4.2	-10.0
Cc1cn([C@H]2C[C@H](O)[C@@H](CNC/C=C/c3ccccc3[N+](=O)[O-])O2)c(=O)[nH]c1=O	4.8	0.0	-2.9	15.3	9.2	1.6	3.5	-7.5	-2.6
Cc1ccccc1C(=O)Nc1ccc(S(=O)(=O)N2CCOCC2)cc1	x	-3.0	-3.3	1.3	0.5	-1.6	3.2	x	0.7
Cn1ccnc1SCC(=O)c1ccc([N+](=O)[O-])cc1	4.8	-3.2	10.4	-11.5	0.2	-1.5	10.5	17.4	-0.3
O=C(Nc1ncc2c(n1)-c1ccccc1CC2)c1cccc(Cl)c1	4.2	-2.6	-34.3	-3.7	7.9	-2.5	-3.4	-16.9	-1.7
CC(=O)c1ccc(N2C(=O)NC3(CCCCC3)C2=O)cc1	15.9	-6.2	2.6	21.9	3.2	0.2	-2.3	6.7	-0.9
COc1cc2cc(C(=O)N(C)C3CCS(=O)(=O)C3)[nH]c2cc1OC (stereo unspecified)	1.5	-4.2	-1.6	-5.0	7.6	0.5	-27.7	0.2	10.7
CCc1ccc2[nH]c(O)c(N=Nc3nc(-c4ccccc4)cs3)c2c1	1.2	1.9	-6.5	25.9	2.8	7.0	-0.8	5.5	-2.3
CCOc1ccc(NC(=O)CN(C)CC(=O)Nc2ccc(F)c(F)c2F)cc1OCC	0.1	-1.4	18.4	3.7	20.4	-3.4	-10.3	-13.4	9.9
Cc1ccc(-c2sc(C)nc2CC(=O)O)cc1	8.2	-1.5	10.9	21.5	5.6	-0.7	0.9	-1.1	-4.3
CCCCn1c(CN2CCN(CCO)CC2)nc2ccccc21	8.2	-9.9	5.2	0.4	-2.3	0.5	-3.1	-12.1	-2.6
O=C(c1ccccc1)c1nn(-c2ccc(Cl)cc2)cc1C(=O)c1cc2ccccc2oc1=O	7.0	-1.0	100.6*	11.9	-8.0	9.1	-3.1	-5.8	-0.7
CCCc1ccc2oc(C(=O)N(Cc3nccn3C)C(C)C)c(C)c2c1	-0.6	-2.1	-1.0	-6.9	16.6*	0.7	-0.8	-49.0	10.0
Cc1ccc(-c2ocnc2C(=O)Nc2ccccc2C(=O)N2CCCC2)cc1	-3.3	-2.7	-5.1	11.1	1.8	-0.9	-3.1	7.3	6.8
CCCNC(=O)Cc1c(O)c2ccccc2[nH]c1=O	15.1	0.2	2.3	30.5	6.8	4.6	-4.3	14.8	8.1
CCc1ccc(NC(=O)C(C)OC(=O)C2CCN(c3ccc(C(F)(F)F)cn3)CC2)cc1 (stereo unspecified)	0.8	1.9	-4.3	4.4	1.9	0.1	1.7	-3.4	-4.2
O=C(NC1CCCCCC1)C1CCN(S(=O)(=O)c2cccc3cccnc23)CC1	5.3	3.2	5.7	15.1	0.9	-0.3	-0.7	-13.3	-1.4
CC(Cc1cccs1)NC(=O)Nc1ccc(Cl)c(Cl)c1 (stereo unspecified)	30.3	-7.0	10.7	9.4	-7.4	-1.4	12.0	-2.2	-24.6
COc1ccc(C(C(=O)Nc2c(C)cccc2C)n2c(=O)c(-c3ccco3)nc3ccccc32)cc1 (stereo unspecified)	0.0	-0.7	x	x	2.5	x	1.6	-12.6	7.8
Clc1ccc(Cc2ccccc2)nn1	12.0	2.6	15.4	4.6	-3.2	-2.8	-7.5	-3.1	4.0
O=C(NCCc1ccccc1)c1cnc(Cl)c(Cl)c1	2.6	-2.6	-18.2	-12.2	-3.9	-5.7	7.1	7.6	-4.0
CCC(COC(=O)Nc1ccccc1)NC(=O)OC(C)C (stereo unspecified)	18.4	-4.7	24.3	11.7	-6.5	-0.9	2.6	-5.5	0.4
Cc1ccccc1COc1ccc(/C(O)=C2/C(=O)C(=O)N(CCCn3ccnc3)C2c2ccco2)cc1 (stereo unspecified)	7.0	0.7	54.4*	-1.9	1.7	-2.4	-5.9	-4.5	-2.3
O=C(Nc1ccccc1F)c1ccc(-c2cccc([N+](=O)[O-])c2)o1	-3.0	-5.5	-0.6	-4.7	7.5	-1.1	8.7	-9.1	-1.8

4 compounds out of the list above, arranged by the value under M5 PAM, descending:
SMILES	CHRM5 agonist	CRFR2-BP antag	M4 PAM	CRFBP-R2 agonist	M5 antag	TAAR1 antag	M5 PAM
O=C(c1ccccc1)c1nn(-c2ccc(Cl)cc2)cc1C(=O)c1cc2ccccc2oc1=O	-1.0	100.6*	-8.0	9.1	-3.1	-5.8	-0.7
O=C(Nc1ccccc1F)c1ccc(-c2cccc([N+](=O)[O-])c2)o1	-5.5	-0.6	7.5	-1.1	8.7	-9.1	-1.8
Cc1ccccc1COc1ccc(/C(O)=C2/C(=O)C(=O)N(CCCn3ccnc3)C2c2ccco2)cc1 (stereo unspecified)	0.7	54.4*	1.7	-2.4	-5.9	-4.5	-2.3
CCc1ccc(NC(=O)C(C)OC(=O)C2CCN(c3ccc(C(F)(F)F)cn3)CC2)cc1 (stereo unspecified)	1.9	-4.3	1.9	0.1	1.7	-3.4	-4.2

Outcome played no part in choosing rows. About 4.2% of those tested had a hit in this group.
